NOD1 inhibition – NOD1 signaling inhibitors, primary screen, cell-based, luminescence, uHTS (AID 1578) | NOD1-driven NF-kB luciferase reporter cells, luminescence; higher % means a stronger effect | hit rate 1% among 290,000 | inhibition, % at 4 µM; hits with a dose series show EC50 in µM; in the data active means inhibition mostly above about 36%, no sharp cut-off; inactive means mostly below about 34%;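 further: HEK-293T reporter cells stimulated with the NOD1 agonist gamma-tri-DAP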
LYP inhibition – inhibitors of LYP phosphatase, biochemical, fluorescence intensity, uHTS (AID 1779). recombinant LYP phosphatase, fluorescence intensity; higher % means a stronger effect. Tyrosine-protein phosphatase non-receptor type 22 (Homo sapiens). inhibition, % at 11.5 µM, or IC50 in µM where a hit was titrated. hit rate 0.054% among 290,000;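 further: plate controls were vehicle with enzyme for no effect and no enzyme for full effect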
KOR beta-arrestin-1 – KOR agonists, beta-arrestin recruitment, primary screen, cell-based, luminescence, uHTS (AID 1777); hit rate 0.02% among 280,000; one-dose activation, % at 10 µM; EC50 in µM for titrated hits; Kappa-type opioid receptor (Homo sapiens); KOR beta-arrestin recruitment, luminescence; higher % means a stronger effect; in the data active means activation above about 50%, passing the limit was not always enough; further: a part of the inactive calls stands beside numbers as strong as those of hits
KOR beta-arrestin-2 – KOR antagonists, beta-arrestin recruitment, cell-based, luminescence, uHTS (AID 1778). KOR beta-arrestin recruitment, luminescence, antagonist mode; higher % means a stronger effect. hit rate 0.091% among 290,000. Kappa-type opioid receptor (Homo sapiens). inhibition, % at 10 µM; hits with a dose series show IC50 in µM; further: strong numbers were not always called active
Siah-1 displacement – Siah-1 peptide-binding antagonists, primary screen, biochemical, fluorescence polarization, rhodamine-plectin, uHTS (AID 1817). E3 ubiquitin-protein ligase SIAH1 (Homo sapiens). Siah-1 / rhodamine-plectin peptide fluorescence polarization; higher % means a stronger effect. displacement, % at 20 µM; hits with a dose series show IC50 in µM. hit rate 0.02% among 290,000;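 active means displacement of at least 50% at 20 µM, with a fluorescence ratio check between 0.3 and a set limit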;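 further: plate controls were Siah plus tracer with DMSO for no effect and tracer alone without Siah for full effect; strong numbers were not always called active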
HIV fusion peptide – inhibitors of HIV fusion peptide binding, primary screen, biochemical, uHTS, fluorescence dequenching (AID 1986); cell-free peptide binding, fluorescence dequenching, 30 min; higher % means a stronger effect; inhibition, % at 20 µM; hits with a dose series show IC50 in µM; hit rate 0.3% among 290,000; in the data active means inhibition mostly above about 52%, no sharp cut-off; inactive means mostly below about 76%; further: some results filed as inactive read as strong as hits
NOD2 inhibition – NOD2 signaling inhibitors, cell-based, luminescence, uHTS, HEK293 (AID 1566); HEK293 NOD2/NF-kB luciferase reporter, luminescence; higher % means a stronger effect; inhibition, % at 4 µM; hits with a dose series show EC50 in µM; hit rate 0.63% among 290,000; further: many of its hits are not listed in these tables
Myeloid diff 2 – induction of myeloid progenitor differentiation, primary screen, cell-based, flow cytometry, MLPCN library; hit rate 1% among 360,000; calls only at 10 µM; ER-HoxA9 myeloid progenitors, lysozyme-GFP differentiation;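 active means normalized GFP-positive differentiation at or above the plate's own cutoff, the solvent-only control mean plus 3 SD; inconclusive means no clear call, values can overlap the other calls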;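 further: cells exposed to compound for four days before flow analysis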
PhoP inhibition – inhibitors of PhoP regulon expression, primary screen, Salmonella Typhimurium, GFP reporter (AID 1863). S. Typhimurium PhoP-regulated promoter GFP reporter, 4 h; higher % means a stronger effect. one-dose inhibition, % at 50 µM; IC50 in µM for titrated hits. hit rate 0.16% among 300,000;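 active means inhibition over 29.93%, a cutoff 3 SD above the screen mean, later confirmed by dose response; inconclusive means inhibition over 29.93% but no dose response follow-up; inactive means inhibition at most 29.93% or unconfirmed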;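 further: 0% = low Mg2+ inducing control and 100% = high Mg2+ repressing control; strong numbers were not always called active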
Myeloid diff 2 GFP+ MAC1+ % – also measured in Myeloid diff 2; calls as there; GFP+ MAC1+ double positive, %; measured here: differentiation confirmed by MAC1 staining
* = called active by the depositor; i = inactive; ? = inconclusive; nt = not tested or not shown; + = active, no number; [ ] = dose if it differs, or a comment. Unless noted, no stated cut-off is given here; in the data, active means inhibition above about 50%; inactive means the rest. An excerpt; the hit share may differ from the screen's.

SMILES | NOD1 inhibition | LYP inhibition | KOR beta-arrestin-1 | KOR beta-arrestin-2 | Siah-1 displacement | HIV fusion peptide | NOD2 inhibition | Myeloid diff 2 | Myeloid diff 2 GFP+ MAC1+ % | PhoP inhibition
Nc1nc(NCc2ccco2)nc(Nc2ccc(F)cc2)c1[N+](=O)[O-] | -12% | 2% | 8.2% | -4% | -2% | 0.9% | 1% | i | 0.5 | -11%
O=C(CCNS(=O)(=O)c1cccs1)N1CCc2ccccc2C1 | -11% | -5% | 3.3% | -9% | 3% | 0.1% | -6% | i | 0.6 | 27%
Cc1ccc(CSc2nnc(C)c(=O)[nH]2)cc1 | -7% | -10% | -4.5% | -2% | -2% | 1.8% | 4% | i | 0.1 | -21%
CC(NC(=O)Nc1ccc(F)cc1)C(c1cccs1)N1CCCC1 (stereo not drawn) | -20% | -3% | 2.8% | 10% | 8% | 3.3% | 18% | i | 0.5 | -2%
CCCC(C)C(=O)Nc1ncc(S(=O)(=O)c2ccc([N+](=O)[O-])cc2)s1 (stereo not drawn) | 1% | 4% | -3.5% | -15% | 0% | -1.7% | -3% | i | 6.9 | -5%
CN1C(=O)c2cccc3c(N(C)C)ccc(c23)C1=O | -35% | 5% | 1.2% | 13% | 0% | 18% | -3% | i | 0.3 | -11%
C#CCSc1nc2sc3c(c2c(=O)n1C)CCC3 | 2% | -5% | 3.3% | -9% | 0% | -1.4% | 13% | i | 0.5 | 2%
O=c1cc(N2CCN(c3ccc(F)cc3)CC2)[nH]c(=O)n1Cc1ccc(F)cc1 | -13% | -1% | -0.2% | -6% | 9% | 2.0% | 10% | i | 3.4 | 2%
O=C(Nc1ccccc1NC(=O)C1CCCO1)c1ccco1 (stereo not drawn) | -38% | -6% | -4.0% | 3%[20 µM] | 5% | -0.5% | -1% | i | 0.2 | -11%
CC(CCc1ccc(O)cc1)N1CCC(Oc2ccc(C(=O)N3CCCC3)cc2)CC1 (stereo not drawn) | -34% | -2% | 3.0% | 32% | 19% | 1.5% | -6% | i | 5.3 | -3%
N#Cc1ccc(S(=O)(=O)N2CCN(c3ncccn3)CC2)cc1 | 4% | -4% | 3.2% | -15% | -2% | 1.0% | -21% | i | 0.2 | -8%
OCCOCCn1c2ccccc2c2ccccc21 | -2% | -7% | 4.0% | -4% | 0% | -0.3% | 5% | i | 0.3 | 5%
CCn1nnc(-c2ccccc2NC(=O)c2cc(OC)c(OC)c(OC)c2)n1 | 20% | -8% | 0.3% | -4% | 3% | -3.8% | 23% | i | 2.0 | 5%
CCOc1ccc(N(Cc2cc3cc(OC)ccc3[nH]c2=O)C(=O)C2CCCO2)cc1 (stereo not drawn) | -5% | -2% | 1.8% | 8% | -3% | 32% | 20% | + | 14* | 1%
O=C(NCC1CCCO1)c1nn2c(C(F)(F)F)cc(-c3ccc(Br)o3)nc2c1Br (stereo not drawn) | -19% | 0% | -3.5% | -14% | -3% | 12% | 17% | i | 2.9 | -2%
O=C(NCc1ccccc1Cl)C1(S(=O)(=O)c2ccc(Cl)cc2)CC1 | -6% | -10% | -1.8% | -16% | 12% | 0.0% | 8% | i | 1.9 | 5%
O=C(NC12CC3CC(CC(C3)C1)C2)N1CCN(c2ncccn2)CC1 | -23% | -5% | nt | -27%[20 µM] | 13% | 2.4% | 10% | i | 1.2 | -5%
O=C(NNC(=O)NC1CCCCC1)NC1CCCCC1 | -17% | -9% | -3.2% | -20% | -6% | -0.9% | 9% | i | 0.4 | -14%
CCN(CC)c1ccc(S(=O)(=O)Nc2cc(Cl)ccc2Cl)cc1NC(=S)NC(=O)C1CCCC1 | 26% | 7% | 1.1% | 2% | 7% | 18% | 16% | i | 0.2 | 36%
CCn1c2ccccc2c2cc(C3N=C(N)Nc4nc5ccccc5n43)ccc21 (stereo not drawn) | 15% | -2% | 0.4% | -2% | -7% | -3.8% | -5% | i | 1.2 | 31%
O=C(/C=N/NC(=O)c1ccccc1Br)c1ccccc1 | -18% | 0% | -0.6% | -8%[20 µM] | 0% | -0.7% | -32% | i | 1.3 | 2%
CCOC(=O)c1cc(-c2ccccc2)sc1NC(=O)c1cc(OC)c(OC)c(OC)c1 | nt | -3% | 1.6% | -4% | 4% | -0.7% | nt | i | 1.0 | -4%
CSCC[C@H](NC(=O)[C@@H]1Cc2c([nH]c3ccccc23)C2c3ccccc3C(=O)N21)C(=O)NCC1CCCO1 (stereo partly drawn) | 1% | -9% | -5.4% | -3%[20 µM] | -1% | 1.3% | 7% | i | 2.1 | -4%
O=C(CNc1cc(S(=O)(=O)N2CCOCC2)ccc1NCC1CCCO1)Nc1ccccc1F (stereo not drawn) | -26% | -1% | 3.6% | 19% | 11% | 0.4% | -4% | ? | nt | 4%
Cc1ccc(N(Cc2ccccc2F)S(C)(=O)=O)cc1C | -3% | -7% | 2.0% | -33% | 3% | -1.8% | 14% | i | 11 | 26%
O=C(COC(=O)CCc1nc2ccccc2c(=O)[nH]1)Nc1ccc2c(c1)OCO2 | -14% | -4% | 3.7% | 6% | -1% | -2.1% | 20% | i | 0.3 | 5%
S=c1[nH]nc(Nc2cccc3ccccc23)s1 | -12% | -6% | nt | -9% | 0% | -0.5% | -28% | i | 0.7 | -9%
CC(C)(C)C(=O)N1CCN(c2ccc(NC(=O)c3ccco3)cc2)CC1 | -36% | -1% | 3.3% | 22% | 6% | 0.0% | 2% | i | 0.4 | 7%
[O-][n+]1cccc2ncc3cscc3c21 | -27% | 2% | -1.3% | -16% | 3% | 15% | -8% | i | 0.2 | 9%
CC1CCc2c(C(=O)NCc3ccco3)csc2C1 (stereo not drawn) | 4% | -4% | -1.2% | 6% | 0% | -1.1% | -6% | i | 1.0 | -7%
CCCN(CCC)c1nc(Cl)nc(NCc2ccco2)n1 | -22% | -3% | -3.5% | 29% | 3% | -1.0% | 6% | i | 0.8 | 0%
Cc1ccc(NC(=O)c2cc(S(=O)(=O)N3CCCC3)c[nH]2)c(C)c1 | -20% | -7% | -5.8% | -48%[20 µM] | 10% | 0.4% | 13% | i | 1.8 | nt
COc1ccc(C(=O)n2nc(C)cc2C)cc1OC | 4% | 3% | 0.0% | 0% | 2% | 3.7% | 8% | i | 5.9 | 9%
C=CCN1C(=O)c2ccc(C(=O)N(C)CC(=O)Nc3ccccc3C(F)(F)F)cc2C1=O | -23% | -7% | 6.3% | -8% | -1% | 1.0% | -4% | i | 0.8 | -5%
CC(C)OCCCN1CN(S(=O)(=O)c2cccs2)c2nc3ccccc3nc21 | -8% | -1% | 3.5% | 22% | -2% | -0.3% | 9% | nt | nt | -16%
O=C(/C=C/c1ccccc1)NC(NC(=S)Nc1ccc(Cl)cc1Cl)C(Cl)(Cl)Cl (stereo not drawn) | 65% | 1% | -0.5% | 20% | 3% | 3.7% | 43% | i | 0.4 | -4%

Reformatted with two lines to a compound: entries from further up
Under each structure: NOD1 inhibition, LYP inhibition, KOR beta-arrestin-1, KOR beta-arrestin-2, Siah-1 displacement, HIV fusion peptide, NOD2 inhibition, Myeloid diff 2, Myeloid diff 2 GFP+ MAC1+ %, PhoP inhibition
[O-][n+]1cccc2ncc3cscc3c21
→ -27%, 2%, -1.3%, -16%, 3%, 15%, -8%, i, 0.2, 9%
CC1CCc2c(C(=O)NCc3ccco3)csc2C1 (stereo not drawn)
→ 4%, -4%, -1.2%, 6%, 0%, -1.1%, -6%, i, 1.0, -7%
CCCN(CCC)c1nc(Cl)nc(NCc2ccco2)n1
→ -22%, -3%, -3.5%, 29%, 3%, -1.0%, 6%, i, 0.8, 0%
Cc1ccc(NC(=O)c2cc(S(=O)(=O)N3CCCC3)c[nH]2)c(C)c1
→ -20%, -7%, -5.8%, -48%[20 µM], 10%, 0.4%, 13%, i, 1.8, nt
COc1ccc(C(=O)n2nc(C)cc2C)cc1OC
→ 4%, 3%, 0.0%, 0%, 2%, 3.7%, 8%, i, 5.9, 9%
C=CCN1C(=O)c2ccc(C(=O)N(C)CC(=O)Nc3ccccc3C(F)(F)F)cc2C1=O
→ -23%, -7%, 6.3%, -8%, -1%, 1.0%, -4%, i, 0.8, -5%
CC(C)OCCCN1CN(S(=O)(=O)c2cccs2)c2nc3ccccc3nc21
→ -8%, -1%, 3.5%, 22%, -2%, -0.3%, 9%, nt, nt, -16%

Going on with the list:
SMILES | NOD1 inhibition | LYP inhibition | KOR beta-arrestin-1 | KOR beta-arrestin-2 | Siah-1 displacement | HIV fusion peptide | NOD2 inhibition | Myeloid diff 2 | Myeloid diff 2 GFP+ MAC1+ % | PhoP inhibition
O=C(CCn1nnc(-c2cccs2)n1)NCc1ccccc1Cl | -6% | -3% | -6.4% | 29% | 3% | 0.1% | -5% | i | 2.9 | 32%
O=[N+]([O-])c1ccc(C(O)CSC(=S)N2CCCCC2)cc1 (stereo not drawn) | -17% | -3% | 3.4% | -34% | -1% | 1.2% | -39% | i | 0.4 | -6%
CC(=O)c1ccc(OCC(=O)N2CCCC(Nc3ccc(C)c(C)c3)C2)cc1 (stereo not drawn) | -12% | -10% | -4.3% | -10% | -4% | -2.2% | -2% | i | 0.3 | 3%
CC(C)c1ccc(N(CC(=O)Nc2ccc(S(=O)(=O)N3CCOCC3)cc2)S(C)(=O)=O)cc1 | 2% | -5% | -3.0% | -34% | -3% | -1.0% | 6% | i | 1.0 | 0%
C=CCOC(=O)Nc1snnc1C | 10% | 2% | 1.4% | -20% | 2% | 5.0% | -10% | i | 0.1 | 2%
CCOC(=O)c1c(C)nc2cc(C)ccn12 | -15% | -7% | -5.1% | 16% | 1% | 1.7% | -4% | i | 17 | 0%
CCn1c(NC2CCCCC2)nc2ccccc21 | -10% | -1% | 2.1% | 20% | 0% | -2.2% | -2% | i | 0.9 | 8%
CCCCSc1nnc2[nH]c(=O)cc(N)n12 | 11% | -3% | -6.9% | 12% | -6% | -2.9% | -5% | i | 7.3 | 14%
COc1ccc(NC(=O)CSc2nc3ccncc3[nH]2)c(OC)c1 | -8% | -13% | -1.6% | 10% | 0% | -0.9% | 22% | i | 0.9 | 3%
O=C(Nc1ccc2c(c1)OCO2)C1CCCCC1 | -52% | -10% | -3.3% | 2% | -4% | -1.5% | -38% | i | 1.1 | 4%
CSc1ccc(/C=C(/NC(=O)c2ccco2)C(=O)N2CCCCCC2)cc1 | -18% | -6% | -1.2% | 34% | 2% | 1.5% | 16% | i | 4.9 | -1%
Cc1ccc(-n2cc[nH]c2=S)cc1C | -19% | 0% | 5.0% | -21% | -5% | 1.3% | -1% | i | 0.5 | 6%
